NR2E3 ag-1: agonists of human NR2E3 nuclear receptor; 360,000 tested, 0.35% active; CHO-S Gal4-NCOR/VP16-NR2E3 two-hybrid, luciferase; AID 602229; inhibition of corepressor binding, % at 3.98 µM; Q9Y5X4;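 active = inhibition above the mean of all tested compounds plus 3 SD, cut at about 70% in these data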;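 note: 0% = DMSO with NR2E3 transfected cells and 100% = cells lacking NR2E3 construct; higher means lower luciferase signal from less NR2E3 corepressor binding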
Target sequence (Q9Y5X4 whole entry, looked up, the tested form may be a part): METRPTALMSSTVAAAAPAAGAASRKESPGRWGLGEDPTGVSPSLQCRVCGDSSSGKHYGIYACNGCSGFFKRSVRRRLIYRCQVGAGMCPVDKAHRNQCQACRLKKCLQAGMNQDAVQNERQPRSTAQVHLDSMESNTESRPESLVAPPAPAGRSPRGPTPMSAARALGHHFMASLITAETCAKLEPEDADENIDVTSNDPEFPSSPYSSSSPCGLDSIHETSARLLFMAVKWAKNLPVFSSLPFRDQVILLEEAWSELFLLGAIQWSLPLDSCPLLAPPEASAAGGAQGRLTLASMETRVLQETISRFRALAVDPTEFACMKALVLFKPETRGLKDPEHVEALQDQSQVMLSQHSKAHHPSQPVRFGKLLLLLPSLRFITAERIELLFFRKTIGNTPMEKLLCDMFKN
KKLEB cytotox: reduces viability of KKLEB cystic fibrosis airway cells. KKLEB CF airway cells viability, ATPlite luminescence, overnight; stronger effect = lower value; cells stimulated with P. aeruginosa culture filtrate. activity change (cytotoxicity), % at 5 µM. 360,000 tested, 0.36% active;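 active = corrected activity change at or below -50% at 5 µM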
Peg3 promoter: reduces Peg3 promoter-driven luciferase expression in HeLa; HeLa PEG-Prom luciferase reporter, luminescence, overnight; inhibition, % at 20 µM; 360,000 tested, 1.7% active;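 active = inhibition of at least 50% at 20 µM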
NR2E3 ag-2: activates human photoreceptor nuclear receptor NR2E3; Q9Y5X4; GST-NR2E3/biotin-RetCOR TR-FRET, 1536-well; inhibition of corepressor binding, % at 4.78 µM; 320,000 tested, 0.12% active; AID 2300;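 active = percent inhibition above the cutoff of mean plus 3 SD of all tested compounds, set per screening campaign, cut at about 20% in these data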;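 note: 0% = DMSO wells and 100% = biotin wells as full block of FRET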
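System: GST-tagged NR2E3 plus biotinylated RetCOR corepressor; Amount: 1.35 nM GST-tagged NR2E3 final; Dosing: single nominal compound dose of 4.8 µM; Schedule: 5 h incubation at 4 °C; Technique: TR-FRET with europium anti-GST and streptavidin-D2, 340 nm excitation; Controls: biotin wells as high control, 0.6% DMSO wells as low control.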
TRPM1 prom inh: inhibitors of MITF-driven TRPM1 promoter in melanoma cells; 330,000 tested, 0.83% active; inhibition, % at 12.5 µM; SK-MEL-5 TRPM1 promoter luciferase, 24 h;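 active = mean inhibition across replicates of 60% or more, whatever share of single replicates reaches that level; inconclusive = some that reach 60%, reason not given; inactive = mean inhibition across replicates below 60%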; note: values of inactives mirror those of a sister screen read the other way
LMP1 NFkB inh: Epstein-Barr LMP1 NF-kappaB reporter inhibition. LMP1-induced NF-kappaB luciferase reporter cells, luminescence. inhibition, % at 12.5 µM. 350,000 tested, 0.69% active; in the data active = inhibition above about 41%; inconclusive = no clear call, values can overlap the other calls;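 note: 0% = neutral control wells and 100% = reference inhibitor control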
CF NFkB inh: inhibitors of cystic fibrosis induced NF-kB; KKLEB NF-kB-GFP reporter, PAF-induced, GFP fluorescence overnight; inhibition, % at 5 µM; 360,000 tested, 0.86% active; AID 588850;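 active = at least 50% inhibition at 5 µM, scaled per plate between neutral and stimulator controls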;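 note: PAF is a Pseudomonas aeruginosa culture filtrate used as stimulus; plate controls were PAF-stimulated DMSO wells for no effect and unstimulated DMSO wells for full effect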
TRAIL sens C8: sensitizes caspase-8 expressing cells to TRAIL; AID 624354; inhibition (viability loss, TRAIL sensitization), % at 10 µM; NB7+C8 cells + TRAIL, ATPlite viability luminescence; 360,000 tested, 1% active;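 active = compounds causing at least 50% loss of cell viability in the single-dose screen, relative to plate controls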
hiPSC survival: hiPSC single-cell survival enhancement; ATPlite luminescence; 100% = ROCK inhibitor wells, 0% = DMSO; survival enhancement, % at 20 µM; 360,000 tested, 0.044% active; AID 602274; in the data active = survival enhancement above about 18%;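 note: cells exposed to compounds for 16 hours before the ATP read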
HIF-2a block: blocks HIF-2a reporter activity; 786-0 RCC cells HIF-2a reporter, luciferase luminescence, overnight; inhibition, % at 18.8 µM; 360,000 tested, 0.72% active; AID 624352;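 active = inhibition of the luminescence signal of 40% or more relative to plate controls, in a single-dose primary screen at 18.75 µM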
Shn3 3UTR inh: reduces Shn3 3'UTR luciferase signal in osteoblasts; Clone20 osteoblast Shn3 3'UTR firefly luciferase, 24 h; inhibition, % at 12.5 µM; 360,000 tested, 0.52% active;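 active = mean inhibition of at least 75% with every replicate also reaching 75%; inconclusive = mean inhibition at least 75% but some replicate below; inactive = mean inhibition below 75%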;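 note: 0% = median of neutral control wells and 100% = pilot-screen positive control compound; some compounds past the cut are filed as inactive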
Numbers without * were called inactive; ? = inconclusive; . = not tested or not shown.

Fields – CF NFkB inh	Peg3 promoter	NR2E3 ag-2	TRAIL sens C8	NR2E3 ag-1	hiPSC survival	Shn3 3UTR inh	TRPM1 prom inh	LMP1 NFkB inh	HIF-2a block	KKLEB cytotox
- CCc1c(C(=O)Nc2cc(C)ccc2OC)[nH]c(C)c1C(C)=O
 : -44	21	1	-2	-19	0.4	?	21	-2	19	-8
- O=C(Cc1ccccc1)N/N=C/c1cc(Br)cs1
 : 15	-90	2	-7	-55	0.7	-12	-15	-1	-144	-2
- O=C(NCCN1C(=O)S/C(=C\c2ccc(Cl)cc2)C1=O)C1=COCCO1
 : -23	0	.	1	-26	1.4	-9	2	-2	2	-9
- COc1cc(NC(=O)c2cc3c(C)nc4ccccc4c3o2)cc(OC)c1OC
 : -45	56*	1	15	17	-2.0	17	-6	-3	-11	13
- C[C@@H]1CN([C@H](C)CO)C(=O)CCCn2nncc2CO[C@H]1CN(C)C(=O)Nc1ccc(N2CCCCC2)cc1
 : -33	3	.	-2	-20	2.9	2	.	-7	3	15
- COc1ccc(NC(=O)NC2CCCc3ccccc32)cc1 (centres undefined)
 : -8	-25	.	19	-28	-0.2	-17	-4	0	-32	0
- CCOc1ccc(N2C(=O)c3cccnc3C2Nc2ccc(F)cc2)cc1 (centres undefined)
 : 5	4	1	0	-31	1.9	-33	0	12	-19	-1
- O=C(CSc1nnc(CNc2ccc(F)cc2)n1Cc1ccco1)NC1CC1
 : 9	-2	-3	4	7	-1.0	3	-1	-8	-10	5
- Cc1cccc(C(=O)N2[C@@H](C(C)C)COc3cc(Br)ccc3S2(=O)=O)c1
 : 61*	57*	.	3	-6	2.2	-18	-7	11	-46	8
- COc1ccc(CNC(=O)CN(Cc2ccc(OC)cc2)C(=O)CCC(=O)Nc2nccs2)cc1
 : 6	6	4	8	0	-0.1	11	-1	6	5	-6
- NS(=O)(=O)c1ccc(Nc2nc(-c3ccc(O)cc3O)cs2)cc1
 : -56	-2	3	-2	15	3.2	-9	5	6	-109	16
- CCOC(=O)C1=C(N)N2C(=O)C(C)SC2=C(C(=O)OCC)C1c1ccc(O)cc1 (centres undefined)
 : -22	16	-1	-24	2	0.1	-19	1	-4	13	16
- CCOC(=O)Cn1c(=O)c2c(nc3n2CC(C)CN3Cc2ccccc2)n(C)c1=O (centres undefined)
 : -30	18	5	1	-7	0.0	-1	7	5	13	17
- Cc1nnc(C)c2c(C)n(-c3ccccc3N)c(C)c12
 : 6	-2	-2	14	-13	2.0	2	7	-4	12	-6
- CCOC(=O)c1nc(C)n(-c2cc(Cl)cc(Cl)c2)n1
 : 8	-13	2	-4	-8	3.5	-15	0	2	-6	8
- O=C(Nc1ccc(-c2cscn2)cc1)C1CCCN(Cc2ccc(CO)o2)C1 (centres undefined)
 : 2	15	.	-10	-15	-0.5	1	-9	1	-3	6
- O=C(NCC(=O)N1CCN(c2cccc(Cl)c2)CC1)c1ccc(Br)o1
 : -13	5	-2	7	2	-0.5	8	6	6	-1	6
- COC(=O)c1ccc(CSc2nc3cc(Cl)ccc3o2)cc1
 : 4	-21	1	-5	-15	2.9	-21	6	-5	12	2
- Cn1c(=O)c2c(nc(NCC3CCCC(CN)C3)n2Cc2ccc(Cl)cc2Cl)n(C)c1=O (centres undefined)
 : -12	34	2	7	14	-0.6	6	-7	18	23	-5
- CCc1nnc(N/N=C/c2cc(C)c(C)cc2C)n1N
 : 0	1	.	-9	5	0.1	81	-9	8	10	0
- NS(=O)(=O)c1ccc(CNC(=O)c2cc(=O)[nH]c3ccccc23)cc1
 : -11	-7	3	5	-34	0.8	2	24	-2	4	11
- Cc1ccc(-n2c(SCC(=O)NCCN3C(=O)CSC3=O)nnc2-c2ccccc2)cc1C
 : -4	5	-3	0	-4	-2.2	-28	6	-6	16	5
- Cc1cc(NC(=O)Cn2ccc([N+](=O)[O-])n2)no1
 : -11	2	4	-8	-17	-0.4	-14	-11	-8	2	-11
- CC(=O)NS(=O)(=O)c1ccc(NC(=O)c2ccc(-n3nc(C)cc3C)cc2)cc1
 : -16	5	0	-2	-8	0.3	14	-4	-11	12	6
- CCOC(=O)N1CCN(C(=O)Nc2ccccc2Cl)CC1
 : -3	7	0	-13	-10	2.6	1	-2	9	1	10
- CC1CCCN(CCCNC(=O)c2ccc3c(c2)N(Cc2ccc(F)cc2)C(=O)c2ccccc2S3=O)C1 (centres undefined)
 : -10	14	-2	23	14	0.2	26	8	-3	7	0
- Cc1cc(C)c(C(=O)NC2CCCc3c2cnn3-c2cccc(C)c2C)o1 (centres undefined)
 : -12	14	-8	24	27	-0.2	29	10	33	-10	8
- COc1ccc(C(=O)NC(=S)NNC(=O)c2cccnc2)cc1
 : 0	-1	2	7	11	-0.2	20	9	-5	5	11
- Cc1ccc(/C=C/C(=O)N2CCC(Cc3ccccc3)CC2)cc1
 : 37	-12	-3	0	-3	-0.7	14	-11	1	-44	-11
- CCc1ccc(CN(C(=O)c2cc3ccccc3oc2=O)C2CCS(=O)(=O)C2)cc1 (centres undefined)
 : -27	-243	2	-23	-33	1.3	-42	-55	-22	-205	7
- CCCCNC(=S)N1CCN(C)CC1
 : 11	-1	5	4	-21	1.3	-2	4	1	3	6
- O=C(O)c1cccc(NC(=S)N/N=C/c2cccc(O)c2)c1
 : 10	-5	5	10	-84	-2.3	-3	11	19	32	-5
- CCOC(=O)CC1=C(C#N)C(c2cccnc2)C(C(=O)OCC)=C(N)O1 (centres undefined)
 : 3	7	-3	-14	-2	4.3	-6	1	-1	14	2
- COc1ccc(CCC(=O)Nc2cc3c4c(c2)CCC(=O)N4CCC3)cc1
 : 0	4	-5	-3	4	1.3	8	-2	3	7	4
- CCN(CC)CCN1C(=O)C(=O)/C(=C(/O)c2ccc3c(c2)CC(C)O3)C1c1ccc(OC)cc1 (centres undefined)
 : 13	-11	1	-7	-7	0.9	-10	-8	-2	20	2
- COc1cc(/C=N/Nc2nncn2N)ccc1OCc1c(C)no[n+]1[O-]
 : -3	11	0	-10	-63	-0.6	.	4	3	-6	-6
- CCc1c(C)nc(N2CCN(Cc3ccc4c(c3)OCO4)CC2)[nH]c1=O
 : -11	7	0	3	-1	0.4	7	16	0	23	2
- Cc1ccc2cn[nH]c2c1N
 : -8	25	-7	2	-27	0.2	-9	14	-17	21	5
- O=C(NCCCN1CCOCC1)c1cccc(S(=O)(=O)Nc2ccc(F)cc2)c1
 : 13	15	2	15	-29	-0.1	-6	-1	-5	13	3
- FC(F)(F)c1nnc2ccc(Cl)nn12
 : -2	17	0	-3	-15	0.3	-4	-9	-4	13	10
- CCCN1C(=O)C(Cc2nc3ccccc3c(=O)n2-c2ccccc2)c2cc(C)ccc21 (centres undefined)
 : -39	10	-2	-22	3	6.1	-6	7	-10	17	8
- CC1CC(C)CN(C(=O)c2cccc(S(=O)(=O)NCc3ccccc3)c2)C1 (centres undefined)
 : 7	5	.	-10	11	2.6	3	2	-21	11	-3
- CCCCOc1cccc(C(=O)N(Cc2cccs2)C2CCS(=O)(=O)C2)c1 (centres undefined)
 : -4	7	-5	5	-10	-4.4	10	12	-7	13	7
- COc1ccccc1/C=N\Nc1cn[nH]c(=O)c1Cl
 : -51	-1	-2	-6	-2	-1.4	12	22	10	11	-5
- O=C(NC1CCCCC1)c1cc(C2CC2)nn1-c1ccccc1
 : 7	14	3	-5	-30	-4.0	-5	8	-5	6	5
- CCn1c(CNc2ccc(F)cc2)nnc1SCC(=O)OC1CCCCC1
 : 2	11	1	-8	1	-0.5	-1	0	10	6	-6
- O=c1[nH]c(C2C3CC4CC(C3)CC2C4)nc2ccccc12 (centres undefined)
 : 2	7	3	25	-7	4.8	-13	-2	1	15	1
- Cc1ccc(CNC(=O)Cn2cc(C(F)(F)F)ccc2=O)cc1
 : -2	-12	-2	-2	12	2.0	-42	-12	0	-13	-10
- Cc1ccc(-c2ccc3c(c2)O[C@H](CN(C)C(=O)CC2CC2)[C@H](C)CN([C@@H](C)CO)S3(=O)=O)cc1
 : -8	-11	.	-1	-20	0.4	-7	.	7	14	16
- O=C(CCN1C(=O)C2CCCCC2C1=O)Nc1cc(F)ccc1F (centres undefined)
 : 14	12	0	-7	-2	-0.5	10	-1	5	1	1

Carrying on:
Fields – CF NFkB inh	Peg3 promoter	NR2E3 ag-2	TRAIL sens C8	NR2E3 ag-1	hiPSC survival	Shn3 3UTR inh	TRPM1 prom inh	LMP1 NFkB inh	HIF-2a block	KKLEB cytotox
- COc1ccc(C(C)=O)cc1Cn1c(C)c(C(=O)NCc2ccc3c(c2)OCO3)sc1=O
 : -36	16	.	-12	-5	-0.3	20	.	.	0	0
- N#C/C(=C\c1ccc(OCC(N)=O)cc1)C(=O)NC1CC1
 : -12	-15	3	-12	-9	0.1	7	10	-3	3	10
- CC(C)c1ccc(C(=O)N(c2ccccn2)C(C)c2ccco2)cc1 (centres undefined)
 : 2	-198	2	15	-24	-3.1	-125	-45	-33	-189	6
- Cc1cccc2c(N)c3c(nc12)N(C)CC3
 : -29	0	1	13	-12	-0.2	1	-14	-9	3	2
- CCN(CC)CCCNC1CCS(=O)(=O)C1 (centres undefined)
 : 6	11	0	-12	-25	5.8	-12	-5	3	12	1

From PubChem BioAssay

An excerpt. The share of hits here may be higher or lower than overall.
